From PubChem BioAssay
PI4K2A inh: blocks human PI4K2A kinase activity; Q9BTU6; purified PI4K2A, ADP-Glo luminescence, 1 h; hits give low values; activity change, negative = inhibition, % at 76.9 µM; actives 0.13% (n = 420,000); in the data active = activity change below about -50%; inconclusive = mostly about -30% to -49%;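 also: -100% = wells without enzyme as full effect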
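In this quantitative HTS, ADP production by PI4K2A was quantified luminescently after 1 h at ambient temperature; 100 microM adenosine served as plate-quality control.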
Vif-A3F inh: blocks the Vif interaction with APOBEC3F | Potency, µM (doses to about 46.1 µM), for inactives: top-dose activity, negative = active | HeLa A3F-eYFP + Vif (tagged APOBEC3F with the HIV-1 protein that degrades it), YFP fluorescence increase | AID 602313 | actives 0.2% (n = 390,000); also: potency is read from the fitted curve at half-maximal effect; % of control where 0% means no effect; nearly all actives have a fitted effect of over 65% in size
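Fluorescence increase (Ex 488/Em 500-530) after overnight compound treatment at 37 deg C flags inhibition of Vif-driven A3F-eYFP loss in stable HeLa A3F-eYFP/Vif cells seeded overnight beforehand.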
TrxR1 substrate: rat thioredoxin reductase 1 substrate activity | O89049 | purified TrxR1 substrate turnover, NADPH consumption readout | Potency, µM (top dose mostly 114 µM), inactives show at the top dose activity change, negative = substrate turnover | actives 0.01% (n = 390,000); also: potency is read from the fitted curve at half-maximal effect; % is scaled to controls: 0 for no effect and ±100 for the full control effect; nearly all actives have a fitted effect of over 50% in size
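Rat TrxR1, dispensed at 90 nM, was prereduced with 400 uM NADPH (final) for 5 min at ~22 deg C, then incubated with compound 15 min before 400 uM selenite. A first-read NADPH fluorescence drop versus no-compound background flagged substrates.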
IDH1 R132H inh: inhibitors of human mutant IDH1 R132H. O75874. IDH1-R132H enzyme, NADPH consumption, diaphorase/resazurin fluorescence. actives 0.093% (n = 390,000). Potency, µM (series often up to 76.6 µM), inactives show at the highest dose activity change, negative = inhibition, most hits filed as inhibitors; also: potency is read from the fitted curve at half-maximal effect; % is scaled to controls: 0 for no effect and ±100 for the full control effect; nearly all actives have a fitted effect of over 65% in size
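IDH1-R132H (0.5 ug/mL dispensed) in pH 7.5 Tris buffer was preincubated 30 min with compound, then given a substrate mix of 0.016 mM NADPH and 2 mM alpha-KG for 80 min at room temperature; remaining NADPH was read by diaphorase/resazurin fluorescence.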
GRP78 ERSR act: inducers of ER stress response in human glioma cells. U87-MG GRP78 promoter luciferase reporter, 16 h. actives 0.02% (n = 420,000). AID 602332. Potency, µM, inactives show at the highest dose activation, actives largely listed as activators; also: potency is read from the fitted curve at half-maximal effect; series mostly up to about 76 µM; % of control where 0% means no effect; nearly all actives have a fitted effect of over 35% in size
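Stably transfected U87-MG glioma cells carrying a GRP78-based luciferase sensor; 16 h compound incubation. Luminescence end-point read 10 min after Bright-Glo addition at room temperature.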
RXFP1 ag: RXFP1 (human) receptor agonism | Q9HBX9 | HEK293T-RXFP1 cAMP TR-FRET, 30 min; response scale: percent of porcine relaxin response, buffer zero | Potency, µM (doses to about 57.5 µM), for the others: at the top dose activation, most hits filed as activators | actives 0.3% (n = 370,000); also: potency is read from the fitted curve at half-maximal effect; % is scaled to controls: 0 for no effect and ±100 for the full control effect; nearly all actives have a fitted effect of over 60% in size; many of its hits are not listed in these tables
Target sequence (Q9HBX9 whole entry, looked up): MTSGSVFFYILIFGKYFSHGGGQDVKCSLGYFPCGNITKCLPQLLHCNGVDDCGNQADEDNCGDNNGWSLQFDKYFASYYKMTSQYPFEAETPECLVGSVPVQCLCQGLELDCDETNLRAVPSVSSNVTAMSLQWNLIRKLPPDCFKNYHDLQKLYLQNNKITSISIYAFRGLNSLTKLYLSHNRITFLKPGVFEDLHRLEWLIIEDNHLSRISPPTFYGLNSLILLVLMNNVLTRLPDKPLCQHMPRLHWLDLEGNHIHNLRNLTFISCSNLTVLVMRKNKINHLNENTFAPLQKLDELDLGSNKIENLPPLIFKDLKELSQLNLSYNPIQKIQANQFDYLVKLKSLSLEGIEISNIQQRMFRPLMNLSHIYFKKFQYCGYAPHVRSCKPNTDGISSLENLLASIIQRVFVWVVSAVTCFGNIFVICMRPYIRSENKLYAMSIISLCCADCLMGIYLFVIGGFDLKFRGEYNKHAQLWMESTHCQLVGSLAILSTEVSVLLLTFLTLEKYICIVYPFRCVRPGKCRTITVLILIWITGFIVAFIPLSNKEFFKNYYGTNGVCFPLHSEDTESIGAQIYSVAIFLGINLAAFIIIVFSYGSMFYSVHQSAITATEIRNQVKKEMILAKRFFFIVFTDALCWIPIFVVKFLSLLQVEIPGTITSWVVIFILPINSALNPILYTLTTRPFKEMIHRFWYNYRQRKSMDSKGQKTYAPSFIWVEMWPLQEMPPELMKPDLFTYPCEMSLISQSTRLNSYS
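cAMP rise read by TR-FRET after 30 min, 37C compound exposure (up to 58 uM) in RXFP1-transfected HEK293 cells with Ro 20174 present. EC50 from Hill-equation fits, with 29 nM porcine relaxin as 100% and buffer as basal.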
LDHA inh: LDHA (human) enzyme inhibition; P00338; purified LDHA, NADH/diaphorase-resazurin fluorescence; hits give low values; activity change, % (values are at about 110 or 230 µM); actives 0.15% (n = 480,000); AID 1347041; in the data active = activity change below about -30%; inconclusive = mostly about -25% to -30%;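 also: plate controls were DMSO wells for no effect and wells without enzyme for full effect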
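Human LDH5 (2 nM) was incubated with 0.06 mM NADH and 0.2 mM pyruvate for 5 min at room temperature in Tris pH 7.4. Remaining NADH was coupled through diaphorase/resazurin, and resorufin fluorescence was read at 0 and 20 min.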
USP1-UAF1 inh: blocks the human USP1/UAF1 deubiquitinase complex; actives 0.23% (n = 390,000); recombinant USP1/UAF1, Ub-Rhodamine cleavage fluorescence; Potency, µM (doses to about 57.1 µM), inactives show top-dose activity change, negative = inhibition, usual class: inhibitors; also: potency is read from the fitted curve at half-maximal effect; % is scaled to controls: 0 for no effect and ±100 for the full control effect; nearly all actives have a fitted effect of over 60% in size; inactives centre near -12
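High-throughput fluorogenic screen: 1nM USP1/UAF1 complex, Ub-Rho substrate 150nM final, 50mM HEPES pH 7.8 with 0.5mM EDTA, 0.1 mg/ml BSA, 1mM TCEP and 0.01% Tween-20.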
Vif-APOBEC3G blk: inhibitors of Vif-APOBEC3G interaction; Q9HC16; HeLa A3G-eYFP + Vif (tagged APOBEC3G with the HIV-1 protein that degrades it), YFP fluorescence, overnight; Potency, µM (top dose mostly 46.1 µM), without a hit: at the top dose activity, negative = active, most hits filed as inhibitors; actives 0.076% (n = 410,000);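 also: potency is read from the fitted curve at half-maximal effect; % is scaled to controls: 0 for no effect and ±100 for the full control effect; nearly all actives have a fitted effect of over 60% in size; hits raise eYFP signal because A3G escapes Vif-driven loss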
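HeLa cells stably expressing Vif and C-terminally eYFP-tagged A3G, seeded overnight at 37 deg C, then exposed to compound by pintool overnight at 37 deg C. Rise in yellow fluorescence (Ex 488/Em 500-530, Acumen) marks blocked Vif-driven A3G degradation.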
Starred values were filed as active, the others as inactive; ? = inconclusive; nt = not tested or not shown; & = joins results of further samples; [ ] = dose if it differs, or a comment. Unless noted, calls follow the shape of the dose curve; as a rule, active = well fitted curve in the direction sought with a large enough effect; inconclusive = small, poorly fitted or top-dose-only effect, or another doubt; inactive = no such curve, though single readings can be large; an effect the other way counts as inactive or inconclusive. This is a subset, so the mix of outcomes need not match the whole.

SMILES	PI4K2A inh	Vif-A3F inh	TrxR1 substrate	IDH1 R132H inh	GRP78 ERSR act	RXFP1 ag	LDHA inh	USP1-UAF1 inh	Vif-APOBEC3G blk
O=C(Nc1ccc(Oc2ccsc2C(=O)O)cc1)c1ccccc1	2	3%	3%	-8%	1%	-3.8%	-3	-17%	-1%
Cc1sc(NC(=O)c2ccccc2)c(C(c2ccc(Cl)cc2)N2CCN(CCO)CC2)c1C (centres undefined)	2	-9%	-3%	?	2%	1.1%	-4	?	0%
CCCNC(=S)Nc1ccc2nc(-c3ccccn3)c(-c3ccccn3)nc2c1	3	?	-7%	-3%	-3%	7.8%	10	-23%	0%
CC(C)(C)NC(=O)/C(=C\c1cccnc1)NC(=O)c1ccco1	-2	2%	0%	0%	-4%	0.1%	0	-18%	1%
CCOC(=O)Cc1nnc(NC(=O)c2cccc(OCC)c2)s1	-2	-7%	5%[57.1 µM]	3%	-2%	-0.3%	-9	-5%	3%
CC(C)CCNC(=O)C1CCC(=O)N1CCc1ccccc1 (centres undefined)	-1	8%	8%	4%	-3%	0.0%	-8	-15%	0%
COc1ccc(C2=NN3C(C2)c2ccccc2OC3c2cccs2)cc1 (centres undefined)	5	-2%	4%[57.1 µM]	4%	7%	4.8%	0	-26%	-9%
COc1cccc(NC(=S)N(Cc2ccc(Cl)cc2)Cc2ccc(C(=O)O)cc2)c1	-5	2%	4%	13%	11%	0.4%	-20	-6%	0%
O=C(COC(=O)COc1ccc(Cl)cc1)NC1CCCCCC1	5	-22%	-1%	15%	-2%	-1.0%	-7	-13%	0%
CCn1cnc2scc(-c3ccc(C)c(C)c3)c2c1=O	3	3%	-4%	-3%	1%	2.9%	-3	-16%	-8%
COC(=O)c1c(N2C(=O)Nc3ccccc3N2O)sc2c1CCCC2	1	13%	8%[57.1 µM]	-12%	-1%	-0.3%	-7	-16%	-10%
CCN(CC)S(=O)(=O)c1ccc(N2CCOCC2)c(NS(=O)(=O)c2cccs2)c1	-1	-4%	2%	-2%	-1%	4.0%	0	-19%	1%
CC(C)(C)C(=O)Nc1nnc(SCC(=O)NCc2cccs2)s1	-1	3%	4%	-1%	-4%	-1.3%	-3	-17%	-3%
CC(=O)Nc1ccc(NC(=O)c2ccc3c(c2)CCN3S(=O)(=O)c2ccc(C)cc2)cc1	-1	0%	3%	10%	-2%	1.0%	4	-8%	5%
Cc1ccc2nc(N(CCCN(C)C)C(=O)c3ccc(Br)s3)sc2c1	2&-1	-1%&-4%	-18%&-7%	-2%&-8%	-11%&-5%	8.7%&6.8%	0&-2	-10%&6%	0%&4%
CCOc1ccccc1NC(=O)N1CCC(C(=O)c2ccc(F)cc2)CC1	2	-26%	10%[57.1 µM]	5%	-5%	-0.5%	-3	-18%	2%
O=C(COc1ccccc1Cl)NCC(c1cccs1)N1CCOCC1 (centres undefined)	1	10%	2%	3%	-5%	-0.6%	0	-15%	1%
COc1cccc(-c2nc3c(c(SCc4ccccc4)n2)Cc2c(CO)cnc(C)c2O3)c1	7	-1%	-1%	22%	-3%	0.5%	4	-4%	-8%
O=C(NN=C1CCCCCCCCCCC1)c1ccccc1F	-1	1%	-10%	6%	5%	2.3%	-2	-13%	0%
C[C@H](CO)N1C[C@H](C)[C@@H](CN(C)S(=O)(=O)c2cccs2)Oc2ccc(NC(=O)Cn3cnnn3)cc2C1=O	-2	8%	6%	-7%	1%	nt	-2	-24%	-4%

Of the compounds above, these have a Cl atom.
SMILES	PI4K2A inh	Vif-A3F inh	TrxR1 substrate	IDH1 R132H inh	GRP78 ERSR act	RXFP1 ag	LDHA inh	USP1-UAF1 inh	Vif-APOBEC3G blk
Cc1sc(NC(=O)c2ccccc2)c(C(c2ccc(Cl)cc2)N2CCN(CCO)CC2)c1C (centres undefined)	2	-9%	-3%	?	2%	1.1%	-4	?	0%
COc1cccc(NC(=S)N(Cc2ccc(Cl)cc2)Cc2ccc(C(=O)O)cc2)c1	-5	2%	4%	13%	11%	0.4%	-20	-6%	0%
O=C(COC(=O)COc1ccc(Cl)cc1)NC1CCCCCC1	5	-22%	-1%	15%	-2%	-1.0%	-7	-13%	0%
O=C(COc1ccccc1Cl)NCC(c1cccs1)N1CCOCC1 (centres undefined)	1	10%	2%	3%	-5%	-0.6%	0	-15%	1%

Additional structures follow.
SMILES	PI4K2A inh	Vif-A3F inh	TrxR1 substrate	IDH1 R132H inh	GRP78 ERSR act	RXFP1 ag	LDHA inh	USP1-UAF1 inh	Vif-APOBEC3G blk
Cc1cn([C@H]2C[C@H](O)[C@@H](CNC(=O)c3ccccn3)O2)c(=O)[nH]c1=O	-3	-5%	nt	-4%	-4%	nt	-1	-6%	1%
O=C(NC(=S)Nc1ccccc1O)c1ccc(Cl)cc1Cl	0	-12%	-5%	8%	2%	1.9%	3	-24%	-4%
O=C1CN(S(=O)(=O)c2ccc(F)cc2)c2ccccc2N1	-5	6%	-6%	5%	-1%	2.5%	-5	-20%	-1%
COC(=O)CSc1ncnc2c1cnn2-c1ccc(C)cc1C	3	4%	9%[57.1 µM]	3%	-1%	3.5%	-10	-5%	-10%
O=C(CSc1nnc(COc2ccc(Cl)cc2)o1)N1CCN(c2ccccc2)CC1	-11	0%	4%[57.1 µM]	-2%	-1%	-0.1%	-9	-6%	0%
COc1ccc(NC(=O)c2ccc(NC(=O)C3CC3)cc2)cc1	-1	-3%	6%	0%	-4%	-2.4%	-1	-14%	3%
CCn1c2ccccc2c2cc(NC(=O)CNCC3CCCO3)ccc21 (centres undefined)	-6	1%	12%	4%	-1%	2.1%	-15	-17%	-3%
CCC(C)NC(=O)C(NS(=O)(=O)c1cccc2nsnc12)c1ccccc1 (centres undefined)	4	-7%	-5%	2%	-2%	-6.1%	-1	-16%	2%
COc1cc(C2CC(=O)N(c3ccccc3)C3=C2C(=O)OC3)cc(OC)c1OC (centres undefined)	-3	nt	6%	nt	nt	-0.1%	1	-5%	nt
C/C(N)=C(/C#N)C(=O)CSc1nnc(Nc2cccc(C)c2C)s1	-9&12	-10%&-1%	0%	-2%&-1%	5%&2%	0.1%	-1&-6	2%&-9%	-3%&0%
CCOc1ccc2nc(NC(=O)c3ccccc3)sc2c1	-58*	-7%	-4%	-16%	-5%	-0.4%	-1	3%	-4%
O=C(Nc1ccc(OC(F)(F)F)cc1)Oc1ccccc1N1CCCCC1	-4	-1%	4%	-3%	-4%	0.3%	3	-23%	4%
CCn1c2c(c(=O)n3ncc(C(=O)Nc4ccc(C(=O)OC)cc4)c13)CN(Cc1ccc(OC)cc1)CC2	-6	3%	1%[57.1 µM]	-3%	-1%	-0.2%	8	-10%	-3%
O=C(Cc1ccccc1[N+](=O)[O-])Nc1nccs1	5	-7%	3%	5%	-3%	5.0%	4	-18%	-1%
O=C(CN1CCOCC1)Nc1ccc(S(=O)(=O)NC2CCCCC2)cc1	-9	2%	-8%	-1%	-3%	5.1%	6	-9%	0%
Cc1ccccc1C(C(=O)NCc1ccco1)N(CC1CCCO1)C(=O)Cn1nnc2ccccc21 (centres undefined)	-3	-5%	6%[57.1 µM]	?	-5%	0.5%	-2	3%	0%
Cc1cc(C)cc(C(=O)Nc2nc3ccccc3[nH]2)c1	0	-4%	1%[57.1 µM]	-1%	3%	0.2%	6	-7%	-1%
S=C(c1ccc(N2CCCC2)cc1)N1CCCCC1	-6	-1%	-13%	1%	-7%	-0.3%	-1	6%	0%
COC(=O)c1ccccc1NC(=O)COC(=O)Cc1ccc(S(=O)(=O)N2CCOCC2)s1	2	-8%	-4%	2%	-1%	nt	-7	-3%	2%
CCCCCCOc1ccc(/C=C/C(=O)Nc2sc3c(c2C(=O)OC)CCC3)cc1OC	16	0%	-8%	2%	-10%	-1.9%	-8	-7%	?
CCC/S(C)=N/S(=O)(=O)c1ccc(C)cc1 (centres undefined)	1	-10%	1%	4%	-6%	0.3%	-13	1%	2%
O=C(c1ccccc1)C1CCN(C(=O)c2ccco2)CC1	4	2%	6%	-9%	1%	-1.5%	-5	-11%	0%
CCN(CC)CCNC(=O)C1(O)c2cc(Br)ccc2NC(=O)N1c1ccccc1 (centres undefined)	0	0%	0%	-7%	0%	1.7%	-7	-12%	2%
Cc1ccc(N(Cc2cc3ccc(C)cc3[nH]c2=O)S(=O)(=O)c2ccccc2)c(C)c1	0	-4%	6%	9%	2%	?	7	-8%	2%
Cn1cc([N+](=O)[O-])c(C(=O)Nc2ccc(C3CCCCC3)cc2)n1	6	2%	-9%	12%	-9%	1.0%	-5	-19%	-24%
O=C(N/N=C/c1ccc(N2CCOCC2)cc1)C1COc2ccccc2O1 (centres undefined)	2	4%	61%[activator]	7%	-1%	1.7%	-3	-19%	-4%
COc1ccc(N2CC(C(=O)NCc3nnnn3-c3ccc(C)c(C)c3)CC2=O)cc1 (centres undefined)	5&0	-5%&3%	0%	-7%&-12%	0%&-2%	-2.5%&1.9%	-5&-1	-6%&7%	1%&5%
CC(C)Nc1ncnc2c1cnn2-c1ccccc1	-4	-13%	-3%	4%	0%	0.8%	-3	-7%	-3%
COc1ccc(CNC(=O)c2ccc(-c3ccccc3)cc2)cc1OC	2	6%	-5%	-17%	-4%	1.8%	-13	-9%	1%
CC(C)Oc1ccc(C(=O)NNC(=O)c2ccccc2C(=O)O)cc1	4	2%	7%	12%	-1%	-0.3%	-1	-18%	-2%
